Screening results: PubChem BioAssay, Sanford-Burnham Center for Chemical Genomics
Mdm2-MdmX inh: disrupts the human Mdm2-MdmX interaction | O15151+Q00987 | SaOS-2 split-luciferase Mdm2/MdmX complementation, luminescence | inhibition, % at 8 µM | hit rate 3% among 330,000 | AID 485346;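 active = inhibition of at least 50% at 8 µM in the primary screen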
UPR XBP1 act: activators of adaptive arm of unfolded protein response (XBP1); CHO-XBP1 luciferase reporter, IRE1-XBP1 UPR activation, luminescence; percent of tunicamycin response, DMSO as zero; activation, % at 20 µM; hit rate 0.33% among 330,000;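 active = versus positive control, 20 µM dose yields 30% or more activation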;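 note: 100% = tunicamycin at 10 µg/mL and 0% = DMSO only wells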
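assay system = CHO-XBP1 luciferase reporter cells | amount = 1000 cells/well | buffer or medium = F12 plus 10% FBS | compound dosing = single point, 20 µM final compound, 1% DMSO | incubation = 16-18 h cell attachment at 37 °C, then 6 h compound exposure | detection = Steady-Glo luminescence read | controls = tunicamycin 10 µg/mL and vehicle-only wells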
tim10-1 inh: growth inhibitors of tim10-1 mutant yeast; S. cerevisiae tim10-1 ts strain growth, BacTiter-Glo, 24 h; AID 463190; inhibition, % at 20 µM; hit rate 2.2% among 330,000;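 active = inhibition of at least 40%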;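 note: mutant grown at 25 °C; 0% = DMSO wells with yeast and 100% = wells holding no yeast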
APJ agonist: agonists of human APJ apelin receptor. P35414. CHO-K1 APJ PathHunter beta-arrestin, luminescence; 0% DMSO wells, 100% apelin. activation, % at 20 µM. hit rate 0.11% among 330,000. AID 2520;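 active = activation more than six SD over the plate average, tested at 20 µM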;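 note: 0% = DMSO alone and 100% = apelin-13 at 10 nM; some results filed as inactive read as strong as hits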
Target sequence (P35414 whole entry, looked up): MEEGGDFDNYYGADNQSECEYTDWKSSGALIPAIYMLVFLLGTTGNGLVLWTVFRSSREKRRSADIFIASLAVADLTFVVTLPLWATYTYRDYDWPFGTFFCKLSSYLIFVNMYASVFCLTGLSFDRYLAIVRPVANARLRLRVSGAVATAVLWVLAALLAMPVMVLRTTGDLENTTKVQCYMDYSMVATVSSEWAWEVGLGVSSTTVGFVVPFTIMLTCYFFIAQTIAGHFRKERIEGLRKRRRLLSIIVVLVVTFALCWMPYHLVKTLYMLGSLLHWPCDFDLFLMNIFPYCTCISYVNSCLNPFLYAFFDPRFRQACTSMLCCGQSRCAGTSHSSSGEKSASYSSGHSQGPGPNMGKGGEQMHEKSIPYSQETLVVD
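Test system – PathHunter CHO-K1 APJ (AGTRL-1) beta-arrestin reporter cells · Input – 1000 cells/well · Compound – single test compound dose, 20 µM final, 1% DMSO · Times – compound stimulation 90 min at 25 °C, detection 60 min · Technique – beta-gal luminescence · Read-out basis – APJ–arrestin association signal · Control set – negative DMSO alone, positive Apelin-13 at 10 nM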
tim23-1 inh: growth inhibitors of tim23-1 mutant yeast | inhibition, % at 20 µM | hit rate 1.3% among 330,000 | AID 463212 | S. cerevisiae tim23-1 growth, BacTiter-Glo luminescence, 24 h;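 active = growth inhibition of the mutant yeast at or above 50%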;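 note: temperature-sensitive mutant grown at 25 °C; plate controls were DMSO-treated mutant yeast for no effect and medium wells lacking yeast for full effect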
TIM10 inh: growth inhibitors of TIM10 yeast strain; S. cerevisiae TIM10 strain growth, BacTiter-Glo luminescence, 24 h; inhibition, % at 10 µM; hit rate 1.4% among 330,000; AID 463195;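 active = inhibition of 40% or more at the single tested concentration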;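 note: wild-type TIM10 isogenic control strain grown at permissive 25 °C; 0% = DMSO yeast wells and 100% = minimal medium wells without yeast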
NR3A LBD binder: modulates the human NR3A ligand-binding domain; NR3A LBD differential scanning fluorimetry, Tm shift; 0% = protein alone, 100% = glycine-bound protein; Tm shift relative to glycine control, % at 25 µM; AID 1259313; hit rate 2.5% among 340,000;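 active = melting temperature shift of at least 10% of the positive control shift, at one fixed dose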
NLRP3 yeast inh: blocks the NALP3 inflammasome reconstituted in yeast; hit rate 0.39% among 330,000; Yeast reconstituted NLRP3/ASC/caspase-1, beta-gal luminescence, 24 h; inhibition, % at 10 µM; AID 2825;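 active = inhibition of 50% or more; inactive = inhibition below 50%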;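 note: plate controls were induced DMSO wells for no effect and uninduced yeast grown without galactose for full effect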
UPR CHOP act: activators of apoptotic arm of unfolded protein response (CHOP); CHO-CHOP luciferase reporter, UPR activation, luminescence; percent of tunicamycin response over DMSO baseline; activation, % at 10 µM; hit rate 0.34% among 330,000; AID 449763;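 active = at 10 µM dose, activation of 40% or more, normalized to positive control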;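 note: 100% = tunicamycin at 10 µg/mL and 0% = DMSO alone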
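Evaluation: % reporter activation, DMSO baseline versus tunicamycin full activation; System: CHO-CHOP luciferase reporter cell line; Input: 500 cells/well; Incubation: 6 h compound treatment, 37 °C; Measured by: Steady-Glo luciferase luminescence; Dosing: one dose, 10 µM in 0.5% DMSO; Buffer or medium: F12 medium, 10% FBS; Benchmarks: positive tunicamycin 10 µg/mL, negative DMSO alone.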
The depositor's hits bear a star; / = no result given.

SMILES	Mdm2-MdmX inh	UPR XBP1 act	tim10-1 inh	APJ agonist	tim23-1 inh	TIM10 inh	NR3A LBD binder	NLRP3 yeast inh	UPR CHOP act
Cc1nn(C(C)C(=O)NCCN2CCCC2)c(=O)c2c1sc1ccccc12 (stereo unspecified)	14	-2	7	-2	2	-5	3	8	0.9
COc1ccc(S(=O)(=O)N2CCSC2c2ccccc2)cc1 (stereo unspecified)	18	0	24	-1	21	-20	3	13	1.4
O=C(c1ccc(OC2CCN(Cc3ccccc3OC(F)F)CC2)cc1)N1CCCC1	25	-7	8	-2	-7	-10	0	11	-2.3
C=CC[C@H](CC(=O)NCCO)C(=O)N[C@H](COC(=O)[C@H](CC=C)CC(=O)OC(C)(C)C)c1ccccc1	-14	-2	-2	0	4	2	-1	20	1.1
Nc1c(C(=O)CSc2nccn2-c2ccc(Cl)cc2)c(=O)[nH]c(=O)n1C1CC1	-8	0	-12	0	-19	2	3	18	-0.4
Cc1ccc(C(=O)NC2CC(C)(C)NC(C)(C)C2)cc1C	-17	-2	1	3	10	0	3	11	-0.8
O=C(c1ccccc1)N1CCN2C(=O)c3ccccc3C12c1ccc(Cl)cc1 (stereo unspecified)	14	0	28	-3	32	-5	3	5	0.6
COc1ccc(C(=O)N2CCC2)cc1S(=O)(=O)NCc1ccc(Cl)cc1	-6	3	-8	0	-7	-6	0	6	1.0
CC(=O)c1ccccc1NC(=O)CSCc1nc2sc(C)c(C)c2c(=O)[nH]1	-11	-1	17	1	4	7	0	18	-2.0
Cn1nc(C(=O)OCC(=O)Nc2ccc3ccccc3c2)c2ccccc2c1=O	-21	-2	22	-5	13	-12	-3	16	2.6
O=C(Nc1nc(-c2nc3ccccc3s2)cs1)c1ccco1	73*	-1	-6	-3	-12	-35	-1	8	4.5
COc1ccc(N2C(=O)CCC2=O)cc1	-11	-1	10	0	-12	-5	-1	2	-2.0
O=C(c1ccccc1)N1CCC(O)(c2ccc3c(c2)OCO3)CC1	-1	3	0	0	-38	-16	0	-10	1.3
CSc1nnc(-c2cccc(NC(=S)NN)c2)o1	-6	-2	49*	0	5	34	-2	18	-1.2
O=C(CSc1n[nH]c(=O)[nH]c1=O)Nc1ccc(Br)cc1Br	-11	2	-11	-2	-11	-3	1	10	0.4
N#CC1=C(N)C(C#N)(C#N)C(c2cccnc2)C2CN(C(=O)OCc3ccccc3)CC=C12 (stereo unspecified)	13	-2	4	-8	-13	-5	3	7	12
Cc1c(NC(=O)C(C)OC(=O)CC2CC3CCC2C3)c(=O)n(-c2ccccc2)n1C (stereo unspecified)	1	-3	10	-1	12	0	0	-3	1.1
COc1ccc(NC(=O)C2CCCN(S(=O)(=O)c3c(C)[nH]c(=O)[nH]c3=O)C2)cc1 (stereo unspecified)	31	-1	-6	-1	3	4	-1	2	8.5
Cc1oc2cc3oc(=O)cc(C)c3cc2c1C	0	1	32	0	18	23	3	4	1.3
O=C(COc1coc(CN2CCc3ccccc3C2)cc1=O)Nc1ccc([N+](=O)[O-])cc1	17	0	-5	18	0	3	-1	31	1.1
O=C(N/N=C/c1c(O)ccc2ccccc12)c1cccc(C(F)(F)F)c1	74*	1	30	-3	56*	43*	21*	-5	3.0
Nc1ncnc2c1ncn2CCN1CCOCC1	-3	1	-5	-7	0	-13	1	0	-0.9
CCN(c1ccccc1)S(=O)(=O)c1ccc(C(=O)Nc2ccccc2OC)cc1	19	-4	-7	-6	21	-5	2	14	0.8
Cc1cc(C)c2c(N)c(C(=O)Nc3nccs3)sc2n1	-64	-4	12	-3	46	39	0	34	-5.0
CC(C)NC(=O)NNc1c(Cl)cncc1Cl	10	0	3	-2	3	-3	0	-3	-0.9
CCCCC(=O)NC(=S)Nc1ccccc1C(=O)Nc1ccccc1	-5	1	-5	-5	6	-2	1	9	-1.9
COc1ccccc1CNC(=O)CSc1ccc(-c2ccccn2)nn1	25	-1	5	0	-10	-10	2	-3	-0.3
COc1ccc(OC)c(S(=O)(=O)N2CCCC(C(=O)N3CCCC3)C2)c1 (stereo unspecified)	17	-1	18	-6	-5	-4	-1	-3	1.7
O=C1C(Cl)=C(N2CCCCCC2)C(=O)N1c1ccccc1Cl	10	3	26	-5	43	21	0	4	0.4
CCOC(=O)N1CCN(C(=O)c2cccc(NS(=O)(=O)c3ccc(F)c(F)c3)c2)CC1	2	-2	17	-2	0	6	2	-9	1.9

12 entries from above, set out differently:
Results follow in this order: Mdm2-MdmX inh | UPR XBP1 act | tim10-1 inh | APJ agonist | tim23-1 inh | TIM10 inh | NR3A LBD binder | NLRP3 yeast inh | UPR CHOP act
- Cc1oc2cc3oc(=O)cc(C)c3cc2c1C
→ 0 | 1 | 32 | 0 | 18 | 23 | 3 | 4 | 1.3
- O=C(COc1coc(CN2CCc3ccccc3C2)cc1=O)Nc1ccc([N+](=O)[O-])cc1
→ 17 | 0 | -5 | 18 | 0 | 3 | -1 | 31 | 1.1
- O=C(N/N=C/c1c(O)ccc2ccccc12)c1cccc(C(F)(F)F)c1
→ 74* | 1 | 30 | -3 | 56* | 43* | 21* | -5 | 3.0
- Nc1ncnc2c1ncn2CCN1CCOCC1
→ -3 | 1 | -5 | -7 | 0 | -13 | 1 | 0 | -0.9
- CCN(c1ccccc1)S(=O)(=O)c1ccc(C(=O)Nc2ccccc2OC)cc1
→ 19 | -4 | -7 | -6 | 21 | -5 | 2 | 14 | 0.8
- Cc1cc(C)c2c(N)c(C(=O)Nc3nccs3)sc2n1
→ -64 | -4 | 12 | -3 | 46 | 39 | 0 | 34 | -5.0
- CC(C)NC(=O)NNc1c(Cl)cncc1Cl
→ 10 | 0 | 3 | -2 | 3 | -3 | 0 | -3 | -0.9
- CCCCC(=O)NC(=S)Nc1ccccc1C(=O)Nc1ccccc1
→ -5 | 1 | -5 | -5 | 6 | -2 | 1 | 9 | -1.9
- COc1ccccc1CNC(=O)CSc1ccc(-c2ccccn2)nn1
→ 25 | -1 | 5 | 0 | -10 | -10 | 2 | -3 | -0.3
- COc1ccc(OC)c(S(=O)(=O)N2CCCC(C(=O)N3CCCC3)C2)c1 (stereo unspecified)
→ 17 | -1 | 18 | -6 | -5 | -4 | -1 | -3 | 1.7
- O=C1C(Cl)=C(N2CCCCCC2)C(=O)N1c1ccccc1Cl
→ 10 | 3 | 26 | -5 | 43 | 21 | 0 | 4 | 0.4
- CCOC(=O)N1CCN(C(=O)c2cccc(NS(=O)(=O)c3ccc(F)c(F)c3)c2)CC1
→ 2 | -2 | 17 | -2 | 0 | 6 | 2 | -9 | 1.9

The results go on.
SMILES	Mdm2-MdmX inh	UPR XBP1 act	tim10-1 inh	APJ agonist	tim23-1 inh	TIM10 inh	NR3A LBD binder	NLRP3 yeast inh	UPR CHOP act
Cc1ccc(S(=O)(=O)N(CCC(=O)O)Cc2ccc(Cl)cc2)cc1	20	-3	0	-2	2	1	0	9	-2.0
O=C(/C=C/c1ccccc1)NC1CC2CCCC(C1)N2Cc1ccccc1 (stereo unspecified)	-15	1	-6	-7	4	-18	/	-2	0.6
Cc1cc(O)c(C(C)C)cc1NS(=O)(=O)c1ccccc1	-7	-2	15	1	18	-16	-1	-1	-1.1
O=C(O)/C=C\c1cn(-c2ccccc2)nc1-c1cc2ccccc2o1	-4	3	27	-2	38	3	2	12	4.2
CCn1ncc(Br)c1C(=O)N(C)C12CC3CC(CC(C3)C1)C2	14	-3	24	-3	41	9	2	15	-1.5
O=C(O)CN1C(=O)C2C3CC(C2C1=O)C1C(c2ccc(F)cc2)c2sc(=O)[nH]c2SC31 (stereo unspecified)	-21	-2	3	-2	9	-7	-2	5	0.7
O=C(NCc1cccnc1)NC(C(F)(F)F)C(F)(F)F	1	6	9	1	13	-4	2	11	-2.7
COc1ccc(COC(=O)CCS(=O)(=O)c2ccc(C)cc2)cc1F	21	-3	27	-4	17	2	2	21	1.0
O=C(COc1ccccc1)Nc1nnc(-c2ccc(F)cc2)o1	-14	1	30	-2	16	18	-1	4	-0.4
CCCn1nnc(NC(=O)c2cc3ccccc3o2)n1	-10	0	-18	1	15	-9	5	26	0.1
CC(O)c1nc2ccccc2n1C(C)c1ccccc1 (stereo unspecified)	16	-2	13	0	22	9	-1	19	-2.9
COc1cc(/C=C2\CCn3c2nc2cc(C(=O)O)ccc2c3=O)ccc1OC(F)F	-14	-8	13	-1	4	11	3	-2	1.1
